HTT cytoprotect – qHTS Multiplex Assay to Identify Dual Action Probes in a Cell Model of Huntington: Cytoprotection (ATP); AID 1471, 2008; PC12 HTT-Q103 induced, cytoprotection, ATP luminescence, 40 h; 230,000 compounds, 0.14% hits; Potency, µM (highest dose often 56.4 µM), inactives show cytoprotection (ATP increase), hits mostly activators;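 also: potency is read from the fitted curve at half-maximal effect; % of control where 0% means no effect; nearly all actives have a fitted effect of over 45% in size; toxic huntingtin expression switched on by the ecdysone agonist tebufenozide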
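PC12 cells stably carrying ecdysone-inducible Htt exon 1 (Q103)–GFP were induced with 100 nM tebufenozide (final) alongside library compounds in a dose series. Cytoprotection was scored as retained ATP by ATPlite luminescence.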
KinaseGlo FLuc – Counterscreen for Luciferase (Kinase-Glo TM) Inhibition; Luciferin 4-monooxygenase (Photuris pensylvanica), Q27757; 200,000 compounds, 0.28% hits; Potency, µM (doses to about 38.3 µM), for inactives: at the top dose activity change, negative = inhibition, hits mostly inhibitors; Kinase-Glo luciferase, ATP luminescence, 8 min; also: potency is read from the fitted curve at half-maximal effect; % is scaled to controls: 0 for no effect and ±100 for the full control effect; nearly all actives have a fitted effect of over 60% in size
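Compounds were added to a substrate mix at pH 7.2 (50 mM imidazole, 10 uM ATP, within the enzyme's linear range), followed by Kinase-Glo detection reagent; luminescence was measured after 8 minutes at ambient temperature.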
HttQ103 aggreg – qHTS Multiplex Assay to Identify Dual Action Probes in a Cell Model of Huntington: Aggregate Formation (GFP) | AID 1688, 2009 | 220,000 compounds, 1.1% hits | PC12 HttQ103-GFP aggregates, Acumen cytometry, 40 h | Potency, µM (titrated, usually from 46.1 µM), for the others: top-dose activity change, negative = inhibition, hits mostly inhibitors; also: potency is read from the fitted curve at half-maximal effect; % is scaled to controls: 0 for no effect and ±100 for the full control effect; nearly all actives have a fitted effect of over 60% in size
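Aggregate formation scored by laser-scanning cytometer (488 excitation, 500–530 emission) in lysed PC12 cells expressing Q103-GFP after 100 nM tebufenozide induction; library tested in dose series, with ATPLite reagent added in the multiplex.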
Lamin A splicing – qHTS Assay for Modulators of Lamin A Splicing; Potency, µM (highest dose often 46.1 µM), for the others: at the top dose ratio change, negative = inhibition, usual class: inhibitors; AID 1487, 2009; 200,000 compounds, 0.01% hits; HeLa LMNA splicing GFP/RFP minigene ratio, 48 h; active = well fitted inhibition curve with a large enough effect in the signal ratio, with a control signal flat, not every such curve was filed as active; inconclusive = small, poorly fitted or top-dose-only effect, or effect the other way, or a change in a side signal; the % refers to the signal ratio; also: potency is read from the fitted curve at half-maximal effect; % is scaled to controls: 0 for no effect and ±100 for the full control effect
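Read-out is the ratio of GFP to DsRed2 object intensity, acquired by 488 nm laser-scanning cytometry on HeLa lamin A-EGFP minigene reporter cells. Compound incubation 48 hrs at 37 °C in Opti-MEM with 2% FBS; DMSO 0.5% final.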
IMPase Li cell – qHTS Assay for Identifying the Cell-Membrane Permeable IMPase Inhibitors: Potentiation with Lithium; Potency, µM (doses to about 59.4 µM), for inactives: at the top dose activity, negative = IMPase inhibition, usual class: inhibitors; CHO-M1 cells, IP1 TR-FRET (IP-One), carbachol + lithium; AID 1457, 2008; 210,000 compounds, 0.35% hits;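 also: IP1 builds up when IMPase is blocked and the TR-FRET signal falls; potency is read from the fitted curve at half-maximal effect; plate controls were basal vehicle for no effect and high inhibitor control for full effect; nearly all actives have a fitted effect of over 50% in size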
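CHO cells stably expressing M1 receptor (2000/well) were cultured 16–30 h, then exposed to compounds with a small lithium addition for 30 min at 37C. IP1 was measured by TR-FRET competition; AC50 from Hill fits.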
SMN2 splice enh – qHTS Assay for Enhancers of SMN2 Splice Variant Expression | HEK293 SMN2-luciferase splicing reporter, luminescence, 30-36 h | Potency, µM (highest dose often 46.1 µM), inactives show at the highest dose activity change, positive = activation, usual class: activators | AID 1458, 2008 | 210,000 compounds, 2.8% hits; also: potency is read from the fitted curve at half-maximal effect; % of control where 0% means no effect; nearly all actives have a fitted effect of over 55% in size
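HEK293 cells carry an SMN2 minigene-luciferase reporter in which exon 7 inclusion puts luciferase in frame. Cells were seeded at 2000 cells/well, attached for 10-12 hours, then exposed to compounds for 30-36 hours at 37C before ONE-Glo luminescence.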
CBFb-RUNX1 inh – qHTS Assay for Compounds Blocking the Interaction Between CBF-beta and RUNX1 for the Treatment of Acute Myeloid Leukemia. Runt-related transcription factor 1 (Homo sapiens) + Core-binding factor subunit beta …. Potency, µM (series often up to 59.8 µM), for inactives: at the highest dose activity, negative = inhibition, hits mostly inhibitors. 230,000 tested, under 10 active. AlphaScreen CBFb-His/RUNX1-biotin binding, biochemical; also: % of control where 0% means no effect
Target sequence (Q01196 whole entry, looked up): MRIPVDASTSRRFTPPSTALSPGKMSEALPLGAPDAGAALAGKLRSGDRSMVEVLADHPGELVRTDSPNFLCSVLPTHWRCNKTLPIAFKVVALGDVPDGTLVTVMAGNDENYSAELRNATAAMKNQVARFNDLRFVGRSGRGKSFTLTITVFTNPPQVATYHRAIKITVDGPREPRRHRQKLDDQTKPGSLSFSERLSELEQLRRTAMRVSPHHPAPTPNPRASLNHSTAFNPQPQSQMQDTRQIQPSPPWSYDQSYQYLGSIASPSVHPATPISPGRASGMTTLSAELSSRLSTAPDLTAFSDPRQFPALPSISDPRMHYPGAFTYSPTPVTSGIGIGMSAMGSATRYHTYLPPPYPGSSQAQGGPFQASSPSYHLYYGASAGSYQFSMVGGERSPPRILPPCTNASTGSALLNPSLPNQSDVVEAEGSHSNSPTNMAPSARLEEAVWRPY
Target sequence (Q13951 whole entry, looked up): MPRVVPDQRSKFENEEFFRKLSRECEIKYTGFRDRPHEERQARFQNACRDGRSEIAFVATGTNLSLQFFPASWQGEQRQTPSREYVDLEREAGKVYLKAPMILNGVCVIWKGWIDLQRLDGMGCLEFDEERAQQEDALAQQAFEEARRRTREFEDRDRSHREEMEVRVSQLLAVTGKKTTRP
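Read-out: AlphaScreen. Format: His-CBF-beta with biotinylated RUNX1 (30 nM each) preincubated 20 min, compound 15 min, Ni-chelate plus streptavidin beads 90 min; room temperature throughout.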
Numbers without * were called inactive; u = inconclusive; x = no result given; & = joins results of further samples; [ ] = remark or other dose. Unless noted, calls follow the shape of the dose curve; as a rule, active = well fitted curve in the direction sought with a large enough effect; inconclusive = small, poorly fitted or top-dose-only effect, or another doubt; inactive = no such curve, though single readings can be large; an effect the other way counts as inactive or inconclusive.

Values run as follows: HTT cytoprotect | KinaseGlo FLuc | HttQ103 aggreg | Lamin A splicing | IMPase Li cell | SMN2 splice enh | CBFb-RUNX1 inh
> COc1ccc(-c2cc(C(N)=O)nc(N3CCCCCC3)n2)cc1
 : -16% | -4% | 2% | 7% | -1%[38.3 µM] | -2% | 19%
> C=CCNC(=O)CSc1nnc(-c2ccccc2Br)n1-c1cccc(C(F)(F)F)c1
 : 5%[10 µM] | -2% | -19% | -9% | 2% | 15% | 9%
> O=C(NCCc1c[nH]c2ccccc12)c1cccc(S(=O)(=O)Nc2ccccc2Cl)c1
 : u | 4% | u | -11% | 12% | -14% | u
> CC1=C(C(=O)Nc2cccnc2)C(c2ccccn2)n2nnnc2N1 (configuration not stated)
 : -47%[inhibitor] | -2% | -24% | -7% | 0%[38.3 µM] | 3% | -3%
> Cc1ccc(Nc2nnc(SC(C)C(=O)Nc3c(C)n(C)n(-c4ccccc4)c3=O)s2)cc1 (configuration not stated)
 : 16%[10 µM] | -3% | -1% | u | -5% | 6% | 0%
> O=C(CCc1nc2ccccc2[nH]c1=O)OCC(=O)N1CCc2ccccc21
 : 2% | -8% | 6% | 0% | 1%[38.3 µM] | 14% | -12%
> Cc1ccc(CNC(=O)[C@@H]2CCC(=O)N2Cc2ccco2)cc1
 : 9% | -2% | 23% | 8% | -10%[38.3 µM] | -6% | -3%
> Cc1ccc2[nH]c3c(N4CCOCC4)ncnc3c2c1
 : -16% | -6% | u | u | 44%[activator][38.3 µM] | -42%[inhibitor] | 1%
> Cc1ccc(-c2nc(CS(=O)CC(=O)N3CCN(c4ncccn4)CC3)c(C)o2)cc1 (configuration not stated)
 : -14% | -2% | 23% | -7% | 4%[38.3 µM] | -24% | 2%
> O=C(Nc1ccccc1C(=O)NC(Cc1c[nH]c2ccccc12)C(=O)O)c1ccco1 (configuration not stated)
 : -22% | 2% | 6% | 2% | 2%[38.3 µM] | 3% | 5%
> O=C1c2ccccc2C(=O)N1CCc1c[nH]c2ccc(O)cc12
 : -9%[10 µM] | -7% | 2%[9.22 µM] | -7%[46 µM] | 5% | x | 1%
> Cc1ccccc1Nc1nc(-c2sc(NC(=O)c3ccco3)nc2C)cs1
 : 20%[10 µM] | -1% | -4% | -4% | 0% | -6% | -21%
> Cc1cc(C)nc(NC(=S)Nc2ccccc2)n1
 : -26% | 2% | 28% | x | 1% | 18% | -5%
> COc1ccc(N(C)C(=O)c2oc(=O)c3ccccc3c2-c2ccc(C)cc2)c(OC)c1
 : 20%[10 µM] | x | 21%[9.22 µM] | x | x | -1% | -7%
> CCOC(=O)CCCCC(=O)c1[nH]c(=O)[nH]c1CSc1nnc2c3cc(Br)ccc3n(C)c2n1
 : 18%[10 µM] | 3% | 10% | -1%[46 µM] | 11% | -21% | -1%
> COc1ccc(CCNC(=O)c2c(O)c3c([nH]c2=O)CCCC3)cc1
 : -20%[10 µM] | 2% | 23% | 15% | u | -26% | 0%
> c1ccc(Cn2c(SCc3cn4cccnc4n3)nnc2-c2ccco2)cc1
 : 3% | -6% | 11% | 3% | 0%[38.3 µM] | -19% | -1%
> Cc1ccc(C(=O)N[C@@H](C)CN2C3=NC[C@H](C)N3C[C@H]2Cc2ccc(O)cc2)cc1Br
 : 0%[10 µM] | x | 22%[9.22 µM] | x | x | x | 9%
> CSc1nc2ccc(S(=O)(=O)N3CCc4ccccc43)cc2s1
 : 3% | 1% | -24% | u | 34%[activator][38.3 µM] | -19% | 28%
> CC(C)CCNC(=O)NC(=O)CSc1nnc2ccccn12
 : -9% | -4% | -2% | 19% | -29%[38.3 µM] | -5% | 0%
> Cc1c(Cl)cn2c(=O)cc(CN(C)Cc3nc4ccccc4c(=O)[nH]3)nc2c1Cl
 : -2% | 0% | -25% | 1%[46 µM] | 5% | 0% | 3%
> C(=C\c1ccccc1)/CSc1nnc(-c2cccnc2)n1Cc1ccco1
 : 1%[0.074 µM] | x | -2% | -2% | x | x | -5%
> O=C(COc1ccc(Cl)cc1)OCC(=O)N1CCCc2ccccc21
 : 34%[10 µM] | 2% | -8% | -5% | 0% | 1% | 10%
> N#Cc1nc(-c2ccc(F)cc2)oc1N1CCCC1
 : 6% | -1% | 6% | -3% | -13%[38.3 µM] | -2% | -1%
> O=C1CCCN1c1ccc(S(=O)(=O)Oc2ccc(Cl)cc2)cc1[N+](=O)[O-]
 : -60% | -1% | 9% | 0% | 29%[38.3 µM] | -24% | 1%
> CCc1nc(N[C@@H](Cc2c[nH]c3ccccc23)C(=O)O)c2oc3ccccc3c2n1
 : -8%[0.074 µM] | -1% | -14% | -2% | -9%[38.3 µM] | 17% | -3%
> COc1cccc(C(=O)Nc2ccc(N3CCN(Cc4ccccc4)CC3)cc2)c1
 : 5% | 2% | -8% | u | 26%[38.3 µM] | -66%[inhibitor] | -1%
> COc1ccc(C(=O)NNC(=S)NC(=O)c2ccco2)cc1
 : -46%[inhibitor] | 2% | 20µM* | -22% | -8%[38.3 µM] | -84%[inhibitor] | -19%
> COc1ccccc1CNC(=O)c1ccc(CS(=O)(=O)c2ccccc2OC)o1
 : -1% | -4% | 8% | -14% | 7%[38.3 µM] | -2% | 1%
> CSCCC(NC(=O)c1ccco1)C(=O)NCc1ccc(F)cc1 (configuration not stated)
 : 0% | -2% | 10% | -1% | 5%[38.3 µM] | -2% | 0%
> Cc1cc(C)nc(SCc2ccc(C(=O)NNC(=O)Nc3cccc(Cl)c3)cc2)n1
 : 2%[10 µM] | 5% | u | u | 12% | x | 1%
> COc1ccc(C2CC(c3cccs3)=NN2C(=O)CSC2=NN3CCCC(=O)N=C3S2)cc1 (configuration not stated)
 : 13%[10 µM] | 4% | 18% | -14% | 29%[38.3 µM] | -8% | -4%
> CCCc1nc2ccccc2c(C(=O)OCC(=O)N2CCc3ccccc32)c1CC
 : 6%[10 µM] | -1% | -7% | u | 12% | -51%[inhibitor] | 9%
> O=C(NC1=NCCS1)C1CC(=O)N(c2ccccc2)C1 (configuration not stated)
 : 2% | 0% | -10% | 2% | 5%[38.3 µM] | 10% | 3%
> COc1ccc(Cn2c(CCC(=O)O)nc3cccnc32)cc1
 : 14% | -2% | -3% | u | -7%[38.3 µM] | 4% | 5%
> Cc1ccc(-c2cn3cc([N+](=O)[O-])ccc3n2)cc1
 : -64%[inhibitor][10 µM] | -25% | -10% | u | 2% | u | -1%
> Cc1cc(NC(=O)CSCc2ccccc2)no1
 : x | 0% | 11% | -8%[46 µM] | 8% | 16% | 11%
> COc1ccc(/C(C#N)=C/c2cccnc2)cc1
 : 9%[10 µM] | x | 9%[9.22 µM] | x | x | x | 22%
> O=C(c1ccc(=O)[nH]n1)N1CCc2ccccc2C1
 : 8%[10 µM] | x | -6%[9.22 µM] | x | x | x | -4%
> O=c1ccn(CCc2c[nH]c3ccccc23)c2c1CCCC2
 : -47%[inhibitor] | 0% | -10% | -9%[46 µM] | 4% | -10% | -11%
> CCCn1c(N)c(C(=O)CSc2ncc(C(F)(F)F)cc2Cl)c(=O)[nH]c1=O
 : -36%[inhibitor] | 6% | -11% | u | -19% | u | -4%
> FC(F)(F)c1ccc(Cl)c(NC(=S)NC2CC2)c1
 : 14%[1.9 µM] | -3% | -11% | 0% | -4% | 4% | 0%
> CCCOc1ccc(/C=c2\sc3ncnn3c2=O)cc1
 : 14%[10 µM] | -2% | 9%[9.22 µM] | u | 7% | x | 1%
> C/C(CC(=O)NCc1ccccc1)=N\NC(=O)c1cnccn1
 : 20%[10 µM] | x | 5% | -14% | x | x | -9%
> CCCCC(=O)NC(NC(=S)N1CCOCC1)C(Cl)(Cl)Cl (configuration not stated)
 : -6% | -4% | 19% | 2% | 53%[activator][38.3 µM] | -9% | 2%
> O=C1CC2(CCCC2)CC(=O)N1CCCCN1CCN(c2ncccn2)CC1
 : u | -4% | 16%&29% | 11%&13%&6%&-15% | 14%&-10%&21%&19%&0% | -6% | -10%
> COCCn1nnnc1C(c1cc2ccc(C)cc2[nH]c1=O)N(Cc1ccco1)Cc1cccs1 (configuration not stated)
 : -30%[inhibitor][10 µM] | -2% | -7% | u | 10%[38.3 µM] | -7% | -7%
> Cc1cnc(CNc2cc(-c3cccnc3)ncn2)cn1
 : u | x | x | -2% | 8% | x | x
> COc1ccc(CNC(=O)c2cccc(N3CCCC3=O)c2)cc1
 : -41%[inhibitor] | -1% | -4% | -2% | -5%[38.3 µM] | -10% | -5%
> Nc1nc(-c2cc3ccccc3o2)cs1
 : -4%[10 µM] | x | -7%[9.22 µM] | x | x | x | -4%
> Cc1ccc(SCC(=O)NCc2ccco2)cc1
 : -14%[0.074 µM] | 2% | 11% | 5% | 8% | -6% | -5%
> Cc1ccc(OCCC(=O)OCC(=O)NCCc2ccccc2)cc1
 : -8% | -2% | 0% | x | 3% | 9% | 13%
> CC1=C(C(=O)OC(C)(C)C)C(c2cccs2)NC(=O)N1 (configuration not stated)
 : 3%[10 µM] | -7% | -13% | 5% | 6% | 8% | -5%
> O=C(N/N=C/c1ccco1)c1cc([N+](=O)[O-])cc([N+](=O)[O-])c1
 : x | 2% | -6% | 7% | -10% | -3% | -7%
> O=S(=O)(c1cccc(-c2nc3ccccc3s2)c1)N1CCOCC1
 : -1% | -2% | -12% | u | 1%[38.3 µM] | -18% | 2%
> O=C(Nc1ccc([N+](=O)[O-])cc1)c1ccc(Cn2cc([N+](=O)[O-])cn2)cc1
 : -103%[inhibitor] | -5% | 15%[9.22 µM] | u | 19% | -55%[inhibitor] | -6%
> COc1ccc(CN(CCO)CCO)cc1[N+](=O)[O-]
 : -1%[10 µM] | 3% | 9% | -3% | -4% | -27% | 10%
> O=C(Cc1ccc(Cl)cc1)Nc1cccc(-c2nnc(-c3ccco3)o2)c1
 : -94%[inhibitor] | -4% | 9% | -1% | -18%[38.3 µM] | 2% | -6%
> c1ccc(-c2cc3c(N4CCOCC4)ncnc3s2)cc1
 : 2% | 3% | -30% | 9% | 3%[38.3 µM] | -9% | -10%
> CN(C)CCNC(C(=O)Nc1cc(Cl)cc(Cl)c1)c1ccccc1 (configuration not stated)
 : -7% | -3% | 7% | -6%[46 µM] | 17% | -10% | 3%
